Screening data (PubChem BioAssay)
FAS TE block: inhibitors of human fatty acid synthase thioesterase domain; P49327; recombinant FAS-TE, OMFH fluorogenic substrate, fluorescence endpoint; inhibition, % at 15 µM; actives 0.67% (n = 360,000);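 active = compounds whose normalised, plate-corrected inhibition of enzyme fluorescence in the single-dose primary screen is 50% or more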;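 note: 0% = DMSO with enzyme and 100% = substrate without enzyme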
Rin1 Abl inh: human Rin1-Abl interaction inhibition; AID 588664; actives 0.4% (n = 360,000); inhibition, % at 7.35 µM; TR-FRET Rin1/Abl binding, biochemical; P00519+Q13671; in the data active = inhibition above about 5%, passing the limit was not always enough
MT1-MMP act inh: MT1-MMP (human) activation inhibition; P50281; HT1080 RFP-PRO-GFP cells, GFP/RFP ratio fluorescence, overnight; percent of plate control window, DMSO zero; GFP/RFP ratio change, % at 20 µM; actives 0.061% (n = 360,000);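 active = GFP/RFP ratio change of at least 30% with cell ATP level not reduced by more than half and red fluorescence within 50% of control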; note: strong numbers were not always called active
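Test system: HT1080 cells expressing an RFP-PRO-GFP fluorescent reporter construct / Compound dosing: single-point 20 µM compound, 1% DMSO / Schedule: cells overnight before dosing, compound overnight, 37 °C, 5% CO2 / Evaluation: GFP/RFP fluorescence ratio / Control set: DMSO and RFP-L50D-GFP cell wells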
PABP1 MLLE inh: inhibitors of microRNA-mediated deadenylation, human PABP1 MLLE binding; actives 0.36% (n = 360,000); inhibition, % at 20 µM; GST-MLLE / FITC-PAM2 fluorescence polarization; AID 588489; in the data active = inhibition above about 35%, passing the limit was not always enough;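 note: plate controls were DMSO wells with GST-MLLE for no effect and wells lacking GST-MLLE protein for full effect; some results filed as inactive read as strong as hits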
NadD block: inhibitors of Staphylococcus aureus NadD; purified NadD enzyme, colorimetric absorbance read-out; inhibition, % at 20 µM; actives 0.78% (n = 360,000); in the data active = inhibition above about 26%; note: some compounds past the cut are filed as inactive
SKN-1 inh: blocks SKN-1 activity in C. elegans | C. elegans VP596 Pgst-4::GFP/RFP ratio, acrylamide-induced, 24 h | inhibition, % at 21.8 µM | actives 0.49% (n = 360,000) | AID 624304;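 active = interference check ratio from 0.5 to 1.5 plus GFP to RFP signal ratio inhibition reaching or exceeding a fixed threshold, cut at about 30% in these data, passing the limit was not always enough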; note: some compounds called inactive have numbers as strong as hits
Rpn11 block: inhibitors of human proteasome Rpn11. actives 0.59% (n = 360,000). human 26S proteasome, Ub4-pepOG fluorescence polarization; 20S core pre-blocked with epoxomicin. calls only at 20 µM. O00487;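 active = inhibition at 20 µM, scaled to each plate's controls, above about 33%, limit read from the data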
Target sequence (O00487 whole entry, looked up): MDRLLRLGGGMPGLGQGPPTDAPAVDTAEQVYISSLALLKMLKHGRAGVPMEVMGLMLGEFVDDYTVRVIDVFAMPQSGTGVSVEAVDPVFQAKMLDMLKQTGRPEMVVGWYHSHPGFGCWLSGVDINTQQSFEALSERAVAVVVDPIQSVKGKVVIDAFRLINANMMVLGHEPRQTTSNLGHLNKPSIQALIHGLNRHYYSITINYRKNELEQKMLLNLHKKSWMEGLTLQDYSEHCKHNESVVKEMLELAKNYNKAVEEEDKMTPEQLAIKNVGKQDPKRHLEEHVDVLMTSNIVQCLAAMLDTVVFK
CSN inh: CSN deneddylation inhibition. Q92905. Purified CSN, SCF-Nedd8-OG deneddylation, fluorescence polarization. inhibition, % at 12.5 µM. actives 0.38% (n = 360,000). AID 651999;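 active = pattern-corrected inhibition above about 35%, with an unprinted fluorescence ratio check between 0.5 and 1.5, limit read from the data, passing the limit was not always enough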;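 note: 0% = enzyme with substrate and 100% = substrate without enzyme; some results filed as inactive read as strong as hits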
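Detection – fluorescence polarization · System – HEK293T-derived human Csn5 enzyme · Controls – substrate-only high control, full reaction low control · Timing – 90 min, room temperature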
Neddyl block: cullin neddylation inhibition; TR-FRET cullin neddylation, biochemical; calls only at 25 µM; actives 0.58% (n = 360,000); AID 651699; in the data active = inhibition above about 36%
Target sequence (P61081 whole entry, looked up): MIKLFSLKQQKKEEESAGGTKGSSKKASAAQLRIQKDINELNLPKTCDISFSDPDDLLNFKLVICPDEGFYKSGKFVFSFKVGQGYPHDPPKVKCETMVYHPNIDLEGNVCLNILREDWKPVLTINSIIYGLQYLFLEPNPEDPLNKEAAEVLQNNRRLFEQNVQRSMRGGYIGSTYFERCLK
Target sequence (Q13564 whole entry, looked up): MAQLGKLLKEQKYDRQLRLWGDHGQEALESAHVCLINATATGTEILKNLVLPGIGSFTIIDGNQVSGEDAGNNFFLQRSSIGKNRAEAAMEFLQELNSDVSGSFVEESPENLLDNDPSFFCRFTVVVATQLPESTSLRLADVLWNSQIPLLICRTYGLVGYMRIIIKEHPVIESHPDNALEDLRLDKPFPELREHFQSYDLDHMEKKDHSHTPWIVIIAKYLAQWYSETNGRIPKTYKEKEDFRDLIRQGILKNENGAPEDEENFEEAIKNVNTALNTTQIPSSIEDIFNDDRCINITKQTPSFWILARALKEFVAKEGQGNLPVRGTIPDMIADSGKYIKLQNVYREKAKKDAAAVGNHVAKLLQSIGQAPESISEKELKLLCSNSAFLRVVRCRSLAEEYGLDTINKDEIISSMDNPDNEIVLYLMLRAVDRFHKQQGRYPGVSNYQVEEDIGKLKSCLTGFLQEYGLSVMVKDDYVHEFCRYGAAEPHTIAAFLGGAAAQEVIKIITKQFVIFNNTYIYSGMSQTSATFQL
An asterisk follows results filed as active; & = joins results of further samples.

What do the screens show for `COc1ccc(C(=O)N2Cc3cnnn3-c3ccccc3C2C#N)cc1` (centres undefined)?
FAS TE block: -10; Rin1 Abl inh: 6; MT1-MMP act inh: 6; PABP1 MLLE inh: 12; NadD block: 3; SKN-1 inh: 1; Rpn11 block: inactive; CSN inh: 0; Neddyl block: inactive

Results for c1ccc(C(OCCN2CCN(c3ncccn3)CC2)c2ccccc2)cc1 ?
FAS TE block: 10; Rin1 Abl inh: -1; MT1-MMP act inh: -2; PABP1 MLLE inh: 2; NadD block: -7; SKN-1 inh: 2; Rpn11 block: inactive; CSN inh: 0; Neddyl block: inactive

Results for CC/C=C/CC(=O)N[C@@H](c1ccccc1)[C@@H](O)C(=O)O[C@H]1C[C@@]2(O)[C@@H](OC(=O)c3ccccc3)C3[C@](C)(C(=O)[C@H](OC(C)=O)C(=C1C)C2(C)C)[C@@H](O)C[C@H]1OC[C@@]31OC(C)=O (some centres undefined) ?
FAS TE block: 25; Rin1 Abl inh: 0; MT1-MMP act inh: -1; PABP1 MLLE inh: 17; NadD block: 2; SKN-1 inh: -1; Rpn11 block: inactive; CSN inh: 0; Neddyl block: inactive

Results for NCC(O)c1ccc(O)cc1 (centres undefined) ?
FAS TE block: -3; Rin1 Abl inh: -3; MT1-MMP act inh: 2; PABP1 MLLE inh: -10; NadD block: -2; SKN-1 inh: -3; Rpn11 block: inactive; CSN inh: -1; Neddyl block: inactive

What do the screens show for `CN1CC=C(c2c[nH]c3ccccc23)CC1`?
FAS TE block: -7; Rin1 Abl inh: -1; MT1-MMP act inh: 3; PABP1 MLLE inh: 3; NadD block: 0; SKN-1 inh: -5; Rpn11 block: inactive; CSN inh: -3; Neddyl block: inactive

How did CSc1ccccc1C(=O)C1CCCN(Cc2cccc(C)n2)C1 (centres undefined) do in these assays?
FAS TE block: 17; Rin1 Abl inh: 1; MT1-MMP act inh: 2; PABP1 MLLE inh: 1; NadD block: 0; SKN-1 inh: 2; Rpn11 block: inactive; CSN inh: 0; Neddyl block: inactive

Results for Cc1ncc(CNC(=O)N(CCCl)N=O)c(N)n1 ?
FAS TE block: -7; Rin1 Abl inh: -2; MT1-MMP act inh: 3; PABP1 MLLE inh: -1; NadD block: 3; SKN-1 inh: 2; Rpn11 block: inactive; CSN inh: -1; Neddyl block: inactive

How did CCS(=O)(=O)N1CCCC(C(=O)N2CCC3(CC2)OCCO3)C1 (centres undefined) do in these assays?
FAS TE block: -4; Rin1 Abl inh: 0; MT1-MMP act inh: 5; PABP1 MLLE inh: 3; NadD block: -8; SKN-1 inh: 8; Rpn11 block: inactive; CSN inh: -4; Neddyl block: inactive

Results for COC(=O)C1=C(N)Oc2c(c(=O)oc3ccccc23)[C@]12C(=O)N(C)c1ccccc12 ?
FAS TE block: -2; Rin1 Abl inh: -1; MT1-MMP act inh: 0; PABP1 MLLE inh: -3; NadD block: 4; SKN-1 inh: 11; Rpn11 block: inactive; CSN inh: -2; Neddyl block: inactive

What do the screens show for `Cn1cc(C(=O)OCC(=O)NC2(C#N)CCCCC2)c2ccccc21`?
FAS TE block: -4; Rin1 Abl inh: 3; MT1-MMP act inh: 1; PABP1 MLLE inh: 7; NadD block: -1; SKN-1 inh: 12; Rpn11 block: inactive; CSN inh: -6; Neddyl block: inactive

How did C#CCN(C)C(C)Cc1ccccc1 (centres undefined) do in these assays?
FAS TE block: -1; Rin1 Abl inh: -1; MT1-MMP act inh: 2; PABP1 MLLE inh: -2; NadD block: 3; SKN-1 inh: 3; Rpn11 block: inactive; CSN inh: 1; Neddyl block: inactive

What do the screens show for `CC(C)CN1CCN(Cc2cccc3c2OCO3)CC1CCO` (centres undefined)?
FAS TE block: -6; Rin1 Abl inh: -3; MT1-MMP act inh: 0; PABP1 MLLE inh: -4; NadD block: -6; SKN-1 inh: -4; Rpn11 block: inactive; CSN inh: -6; Neddyl block: inactive

How did C[C@]12CCC3C(CC[C@H]4C[C@H](O)[C@H](O)C[C@]34C)C1CC[C@@H]2O (some centres undefined) do in these assays?
FAS TE block: -4; Rin1 Abl inh: -1; MT1-MMP act inh: 4; PABP1 MLLE inh: 1; NadD block: -1; SKN-1 inh: 17; Rpn11 block: inactive; CSN inh: -4; Neddyl block: inactive

How did CC1=C(C)CC2(CC1)C(=O)NC(=O)NC2=O do in these assays?
FAS TE block: -6; Rin1 Abl inh: 4; MT1-MMP act inh: 2; PABP1 MLLE inh: 0; NadD block: 1; SKN-1 inh: 17; Rpn11 block: inactive; CSN inh: 4; Neddyl block: inactive

Results for CC(=NC1CCN(Cc2ccccc2)CC1)c1c(O)n(C)c(=O)n(C)c1=O ?
FAS TE block: -4; Rin1 Abl inh: 0; MT1-MMP act inh: 8; PABP1 MLLE inh: 16; NadD block: 1; SKN-1 inh: -5; Rpn11 block: inactive; CSN inh: 2; Neddyl block: inactive

What do the screens show for `C=C(C)C1(CCCC)C(=O)NC(=S)NC1=O`?
FAS TE block: -4; Rin1 Abl inh: 3; MT1-MMP act inh: -2; PABP1 MLLE inh: 29; NadD block: 0; SKN-1 inh: 12; Rpn11 block: inactive; CSN inh: -2; Neddyl block: inactive

Results for CCOC(=O)CSc1ccc(C(=O)N2CCC3(CC2)OCCO3)cc1[N+](=O)[O-] ?
FAS TE block: -6; Rin1 Abl inh: -2; MT1-MMP act inh: -2; PABP1 MLLE inh: -4; NadD block: -6; SKN-1 inh: 3; Rpn11 block: inactive; CSN inh: 0; Neddyl block: inactive

Results for COc1ccc(-c2nc3ccccc3c(=O)n2-c2nccs2)cc1 ?
FAS TE block: -5; Rin1 Abl inh: 2; MT1-MMP act inh: 1; PABP1 MLLE inh: -7; NadD block: 8; SKN-1 inh: -7; Rpn11 block: inactive; CSN inh: 4; Neddyl block: inactive

What do the screens show for `COC(=O)C1=C(c2ccc(F)cc2F)C[C@@H]2CC[C@H]1N2C(=O)NCCO`?
FAS TE block: -6; Rin1 Abl inh: 2; MT1-MMP act inh: 3; PABP1 MLLE inh: -1; NadD block: 0; SKN-1 inh: -5; Rpn11 block: inactive; CSN inh: -5; Neddyl block: inactive

How did CC[C@H](C)/C=C(C)/C=C/C1=CC2=C(Cl)C(=O)[C@@](C)(OC(C)=O)C(=O)C2=CO1 do in these assays?
FAS TE block: -1; MT1-MMP act inh: 1; PABP1 MLLE inh: -41; NadD block: 3; SKN-1 inh: 9; Rpn11 block: inactive; CSN inh: -1; Neddyl block: inactive

Retrieved one by one from the list above:
How did CC1=C(C)CC2(CC1)C(=O)NC(=O)NC2=O do in these assays?
FAS TE block: -6; Rin1 Abl inh: 4; MT1-MMP act inh: 2; PABP1 MLLE inh: 0; NadD block: 1; SKN-1 inh: 17; Rpn11 block: inactive; CSN inh: 4; Neddyl block: inactive

What do the screens show for `CC(C)CN1CCN(Cc2cccc3c2OCO3)CC1CCO` (centres undefined)?
FAS TE block: -6; Rin1 Abl inh: -3; MT1-MMP act inh: 0; PABP1 MLLE inh: -4; NadD block: -6; SKN-1 inh: -4; Rpn11 block: inactive; CSN inh: -6; Neddyl block: inactive

More structures follow:
Results for O=c1c2ccccc2nc(CSc2ncnc3nc[nH]c23)n1-c1ccc(Cl)c(Cl)c1 ?
FAS TE block: -13; Rin1 Abl inh: 0; MT1-MMP act inh: 1; PABP1 MLLE inh: -9; NadD block: 5; SKN-1 inh: 13; Rpn11 block: inactive; CSN inh: 3; Neddyl block: inactive

What do the screens show for `Cc1ccccc1CN1CCN(Cc2ccccc2)CC1`?
FAS TE block: -4; Rin1 Abl inh: -2; MT1-MMP act inh: 3; PABP1 MLLE inh: 3; NadD block: -1; SKN-1 inh: -1; Rpn11 block: inactive; CSN inh: -1; Neddyl block: inactive

What do the screens show for `COc1ccccc1-n1c(O)c(C=Nc2c(C)n(C)n(-c3ccccc3)c2=O)c(=O)[nH]c1=O`?
FAS TE block: -4; Rin1 Abl inh: 1; MT1-MMP act inh: 5; PABP1 MLLE inh: -1; NadD block: 2; SKN-1 inh: -3; Rpn11 block: inactive; CSN inh: 3; Neddyl block: inactive

Results for O=[N+]([O-])c1cc(O)c(O)c([N+](=O)[O-])c1 ?
FAS TE block: 8; Rin1 Abl inh: -1; MT1-MMP act inh: 9; PABP1 MLLE inh: -8; NadD block: 0; SKN-1 inh: 8; Rpn11 block: inactive; CSN inh: 5; Neddyl block: inactive

Results for CCN(CCCl)Cc1ccccc1Br ?
FAS TE block: -6; Rin1 Abl inh: 3; MT1-MMP act inh: 0; PABP1 MLLE inh: 15; NadD block: -1; SKN-1 inh: -7; Rpn11 block: inactive; CSN inh: 0; Neddyl block: inactive

Results for COC(=O)C1=C(c2cccc(C#N)c2)C[C@@H]2CC[C@H]1N2C(=O)NC1CC1 ?
FAS TE block: -8; Rin1 Abl inh: 3; MT1-MMP act inh: 4; PABP1 MLLE inh: 9; NadD block: 2; SKN-1 inh: 4; Rpn11 block: inactive; CSN inh: -1; Neddyl block: inactive

How did O=C1CN=C(c2ccccc2)c2cc(Br)ccc2N1Cc1cc(=O)n2ccccc2n1 do in these assays?
FAS TE block: -12; Rin1 Abl inh: 0; MT1-MMP act inh: -2; PABP1 MLLE inh: -13; NadD block: 5; SKN-1 inh: 7; Rpn11 block: inactive; CSN inh: -1; Neddyl block: inactive

How did CN1C(=O)C(=Cc2ccc(Sc3ccccc3)o2)C(=O)N(C)C1=O do in these assays?
FAS TE block: -8; Rin1 Abl inh: 5; MT1-MMP act inh: 33*; PABP1 MLLE inh: 20; NadD block: 12; SKN-1 inh: 18; Rpn11 block: active; CSN inh: 0; Neddyl block: inactive

How did CCOC(=O)c1c(NS(=O)(=O)c2ccccc2)n(CCCOC)c2nc3ccccc3nc12 do in these assays?
FAS TE block: -3; Rin1 Abl inh: 33*; PABP1 MLLE inh: -9; NadD block: 9; SKN-1 inh: -14; Rpn11 block: inactive; CSN inh: 49*; Neddyl block: inactive

How did COC(=O)C1=C(c2ccccc2)C[C@@H]2CC[C@H]1N2C(=O)NCCS(C)=O (some centres undefined) do in these assays?
FAS TE block: -15; Rin1 Abl inh: 0; MT1-MMP act inh: -2; PABP1 MLLE inh: -5; NadD block: -4; SKN-1 inh: 12; Rpn11 block: inactive; CSN inh: 0; Neddyl block: inactive

Results for N#C/C(=C\c1ccc(O)cc1)C(=O)O ?
FAS TE block: 0&-6; Rin1 Abl inh: -1&0; MT1-MMP act inh: -2&3; PABP1 MLLE inh: -2&-4; NadD block: -7&4; SKN-1 inh: -17&8; Rpn11 block: inactive; CSN inh: -4&-1; Neddyl block: inactive

How did C[C@H](NC(=O)CCC(=O)N1C[C@H]2C[C@H](C1)c1cccc(=O)n1C2)c1ccccc1 do in these assays?
FAS TE block: -7; Rin1 Abl inh: -2; MT1-MMP act inh: 1; PABP1 MLLE inh: -9; NadD block: -1; SKN-1 inh: 10; Rpn11 block: inactive; CSN inh: 1; Neddyl block: inactive

What do the screens show for `CN1CCN(c2cc(N3CCCCCC3)c(F)cc2[N+](=O)[O-])CC1`?
FAS TE block: -3; Rin1 Abl inh: -11; MT1-MMP act inh: 4; PABP1 MLLE inh: -2; NadD block: -6; SKN-1 inh: 11; Rpn11 block: inactive; CSN inh: 0; Neddyl block: inactive

Results for O=C1NC(=O)N(c2ccc3c(c2)OCO3)C(=O)/C1=C\c1ccc(-c2ccccc2C(=O)O)o1 ?
FAS TE block: 0; Rin1 Abl inh: -6; MT1-MMP act inh: -4; PABP1 MLLE inh: 7; NadD block: 3; SKN-1 inh: -1; Rpn11 block: inactive; CSN inh: 16; Neddyl block: inactive

What do the screens show for `COc1ccc(OC)c2c1CCC1NCCOC21` (centres undefined)?
FAS TE block: -4; Rin1 Abl inh: 0; PABP1 MLLE inh: 1; NadD block: 4; SKN-1 inh: 5; Rpn11 block: inactive; CSN inh: -4; Neddyl block: inactive

The list is partial; rates above refer to the full screens.
